# Screens (PubChem BioAssay)
# ERG Ets-DNA blk: blocks human ERG Ets domain binding to DNA; P11308; AID 624246; fluorescence polarization, His-ERG Ets domain / labelled DNA; hit rate 0.028% among 370,000; Potency, µM (titrated, usually from 76.9 µM), for inactives: top-dose FP activity, negative = inhibition, actives largely listed as inhibitors; active means well fitted inhibition curve with a large enough effect in the polarisation, with a control signal flat; inconclusive means small, poorly fitted or top-dose-only effect, or effect the other way, or a change in a side signal; inactive means no such curve, though single readings can be large or run the other way; the % refers to the polarisation;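 further: polarization taken with two DNA probes labelled with fluorescein and Texas red; potency means the concentration at half of the fitted maximal effect; % of control where 0% means no effect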
# Target sequence (P11308 whole entry, looked up, the tested form may be a part): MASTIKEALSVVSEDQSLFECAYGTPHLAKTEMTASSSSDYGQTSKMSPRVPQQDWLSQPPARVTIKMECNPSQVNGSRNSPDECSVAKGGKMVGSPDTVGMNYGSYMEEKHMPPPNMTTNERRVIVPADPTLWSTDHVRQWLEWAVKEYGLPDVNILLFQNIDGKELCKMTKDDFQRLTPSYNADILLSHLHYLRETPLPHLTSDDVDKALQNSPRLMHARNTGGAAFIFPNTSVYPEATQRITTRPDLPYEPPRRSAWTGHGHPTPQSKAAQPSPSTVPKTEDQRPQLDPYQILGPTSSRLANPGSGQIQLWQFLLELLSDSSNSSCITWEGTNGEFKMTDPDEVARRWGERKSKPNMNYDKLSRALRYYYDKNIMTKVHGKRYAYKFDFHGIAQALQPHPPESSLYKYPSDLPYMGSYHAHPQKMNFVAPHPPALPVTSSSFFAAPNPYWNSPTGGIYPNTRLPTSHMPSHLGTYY
#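 His-tagged ERG Ets domain (1 uM in the protein solution; 300mM KCl, 50mM Tris-HCl, 1mM EDTA, 1mM DTT, pH 7.5) received compound, then a probe mix of 5 nM fluorescein-DNA and 100nM Texas-615-DNA. Fluorescence polarization was read for both dyes.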
# LDHA inh: blocks human lactate dehydrogenase A | hit rate 0.15% among 480,000 | activity change, % (values are at about 110 or 230 µM) | purified LDHA, NADH/diaphorase-resazurin fluorescence; hits give low values | P00338; in the data active means activity change below about -30%; inconclusive means mostly about -25% to -30%;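 further: plate controls were DMSO wells for no effect and wells without enzyme for full effect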
#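 Human LDH5 (2 nM) was incubated with 0.06 mM NADH and 0.2 mM pyruvate for 5 min at room temperature in Tris pH 7.4. Remaining NADH was coupled through diaphorase/resazurin, and resorufin fluorescence was read at 0 and 20 min.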
# POLK inh: DNA polymerase kappa (human) inhibition; Potency, µM (top dose mostly 107 µM), for the others: at the top dose activity, negative = inhibition, most hits filed as inhibitors; hit rate 0.53% among 400,000; purified Pol kappa, fluorescent DNA synthesis assay, 10 min; Q9UBT6; further: potency means the concentration at half of the fitted maximal effect; on the % scale 0 is the no-effect control and ±100 the full control effect
#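 Readout: fluorescence, taken kinetically at 0 and 10 min. Conditions: 10 nM Pol kappa, 15 min RT compound preincubation, 50 nM substrate final. Controls: enzyme-free buffer wells.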
# Anesthetic bind: binds horse apoferritin like a general anesthetic | P02791 | apoferritin/1-aminoanthracene competitive binding, fluorescence | Potency, µM (top dose mostly 77.5 µM), without a hit: at the highest dose activity change, negative = displacement, actives largely listed as inhibitors | hit rate 0.074% among 350,000 | AID 485281; further: potency means the concentration at half of the fitted maximal effect; on the % scale 0 is the no-effect control and ±100 the full control effect; nearly all actives have a fitted effect of over 20% in size
# Target sequence (P02791 2-175 limits assumed): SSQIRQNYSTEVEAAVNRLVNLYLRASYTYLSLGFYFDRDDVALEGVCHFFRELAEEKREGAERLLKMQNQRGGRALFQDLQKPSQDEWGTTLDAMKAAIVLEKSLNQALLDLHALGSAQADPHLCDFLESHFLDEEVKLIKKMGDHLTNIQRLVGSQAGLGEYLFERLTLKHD
#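 10 uM apoferritin + 50% sat. 1-AMA, PBS; cpd 10 min RT; Ex380/Em535 endpoint; normalized to free probe vs complex; 4-param Hill fit; propofol titration as pos. ctrl.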
# RGS4 inh: inhibitors of human regulator of G protein signaling 4; P49798; Transcreener GDP fluorescence polarization, RGS4-accelerated GTP hydrolysis; Potency, µM (top dose mostly 114 µM), for the others: at the top dose activity change, negative = inhibition, most hits filed as inhibitors; hit rate 0.039% among 390,000; further: potency means the concentration at half of the fitted maximal effect; on the % scale 0 is the no-effect control and ±100 the full control effect; nearly all actives have a fitted effect of over 75% in size; some results filed as inactive show a strong effect at the top dose
#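 MLSMR compounds (23 nl, pin-transferred) preincubated 10 min at room temperature with a 500nM (2x) first reagent, then RGS4 at 900nM (2x) plus Transcreener GDP mix added; fluorescence polarization (620/688 nm) read before and after 90 min at 30 °C.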
# APEX1 inh: inhibitors of human APE1 endonuclease. hit rate 0.35% among 350,000. recombinant APE1, TAMRA/BHQ-2 abasic DNA cleavage fluorescence. AID 2517. P27695. Potency, µM (titrated, usually from 65.8 µM), for inactives: at the top dose activity change, negative = inhibition, actives largely listed as inhibitors;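 further: potency means the concentration at half of the fitted maximal effect; plate controls were vehicle for no effect and reference inhibitor for full effect; nearly all actives have a fitted effect of over 55% in size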
# Target sequence (P27695 whole entry, looked up): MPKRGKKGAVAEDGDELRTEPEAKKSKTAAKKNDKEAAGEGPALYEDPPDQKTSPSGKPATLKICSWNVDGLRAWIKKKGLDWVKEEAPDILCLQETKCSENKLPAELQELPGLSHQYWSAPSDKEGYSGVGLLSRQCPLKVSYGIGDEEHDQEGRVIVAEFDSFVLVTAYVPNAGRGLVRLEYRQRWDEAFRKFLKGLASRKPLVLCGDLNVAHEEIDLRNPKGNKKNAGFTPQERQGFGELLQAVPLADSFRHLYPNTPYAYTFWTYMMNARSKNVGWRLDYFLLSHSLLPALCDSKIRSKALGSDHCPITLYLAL
#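 Measures dequenching upon AP-site incision of a 5'-TAMRA/3'-BHQ-2 THF-containing duplex, 50 nM; human APE1 0.75 nM after 15 min room-temperature exposure to compound; kinetic three-point read at one-minute spacing.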
# Pol eta inh: blocks human DNA polymerase eta activity; recombinant Pol eta, fluorescent DNA replication assay; Potency, µM (doses to about 114 µM), for inactives: at the top dose activity change, negative = inhibition, usual class: inhibitors; hit rate 1.2% among 390,000; further: potency means the concentration at half of the fitted maximal effect; on the % scale 0 is the no-effect control and ±100 the full control effect
#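 Fluorescent replication assay: 50 nM final substrate added after a 15 min room-temperature compound preincubation with 10 nM enzyme. Signal taken at 0 min and again at 10 min.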
# Pol beta inh: inhibitors of human DNA polymerase beta; Pol beta primer extension/strand displacement, fluorescence kinetic; P06746; Potency, µM (titrated, usually from 114 µM), inactives show at the top dose activity change, negative = inhibition, hits mostly inhibitors; hit rate 1.3% among 340,000; further: potency means the concentration at half of the fitted maximal effect; on the % scale 0 is the no-effect control and ±100 the full control effect
#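 Enzyme-only controls used 10 nM Pol beta; buffer lacking enzyme served as negative control. Compound preincubated 15 min, then 50 nM substrate added; 0 and 10 min reads at room temperature.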
# 12-LOX inh: blocks human arachidonate 12S-lipoxygenase | P18054 | purified 12hLO, xylenol orange hydroperoxide absorbance | Potency, µM (top dose mostly 108 µM), for inactives: at the top dose activity change, negative = inhibition, usual class: inhibitors | hit rate 1.1% among 580,000 | AID 1671190; further: potency means the concentration at half of the fitted maximal effect; on the % scale 0 is the no-effect control and ±100 the full control effect
#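 Purified human 12hLO (150 nM final) in 25 mM Hepes, 0.01% Triton X-100, pH 7.0 was preincubated 15 min at room temperature with compound. Then 40 uM arachidonic acid was added, 30 min. Hydroperoxide was read by Fe-XO absorbance ratio 573/405 nm.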
# * marks the source's active call; other numbers are inactive results; ? = inconclusive; · = not tested or not shown; & = joins results of further samples; [ ] = remark or other dose. Unless noted, the call rests on the fitted dose curve; in most records, active means well fitted curve in the direction sought with a large enough effect; inconclusive means small, poorly fitted or top-dose-only effect, or another doubt; inactive means no such curve, though single readings can be large; an effect the other way counts as inactive or inconclusive. Some of the compounds tested; rates above refer to the full screens.
SMILES,ERG Ets-DNA blk,LDHA inh,POLK inh,Anesthetic bind,RGS4 inh,APEX1 inh,Pol eta inh,Pol beta inh,12-LOX inh
Cc1nn(Cc2ccccc2)c(C)c1NC(=O)CSc1nc(C2CC2)nc2c1cnn2-c1ccccc1,5%,-7,-22%,12%,-13%,-2%,-13%,-18%,-14%
CCOC(=O)N(Cc1ccccc1)C(C(=O)O)C(C(=O)O)N(Cc1ccccc1)C(=O)OCC (centres undefined),-5%,-9,-11%,-9%,9%,-4%,-15%,?,0%
FC(F)(F)c1cnc(Sc2ncn[nH]2)c(Cl)c1,-5%,-10,4%,?,-9%,0%,-21%,2%,-7%
COc1cccc(C(=O)Nc2cccc(C(=O)OCc3cc(=O)n4nc(C5CC5)sc4n3)c2)c1,2%,-8,-9%[60.1 µM],5%,-3%,·,-17%,6%,4%
Cc1c(NS(C)(=O)=O)cccc1-c1nc2ccccc2s1,-3%,-9,-18%,-2%,14%,·,-20%,-2%,3%
COc1cccc(C(=O)NC2CCCC2)c1,8%,-1,-8%,-3%,-5%,-6%,-6%,3%,7%
C/C(CC(=O)NCCCN1CCOCC1)=N\NC(=O)COc1ccc(C)cc1,-7%,1,10%,-11%,15%[11.4 µM],-2%,7%,0%,9%
COC(=O)c1cccc(S(=O)(=O)N2CCOCC2)c1,-1%,1&-2,4%&3%,-7%,-36%&-7%,1%,2%,9%,0%
CCOC(=O)C1=C(C)NC(C)=C(C(=O)OC)C1c1ccco1 (centres undefined),4%[15.4 µM],0,-3%,-7%,-4%,0%,-17%,-1%,7%
O=c1c2ccccc2nnn1CSc1nnc2ccccn12,-9%,1,-17%,-14%,26%,1%,4%,12%,0%
CC(C)CNS(=O)(=O)c1cc(C(=O)OCC(=O)N(C)C2CCS(=O)(=O)C2)c(Cl)cc1Cl (centres undefined),0%,0,2%,6%,-4%,4%,-19%,9%,0%
Cc1ccc(C)c(NC(=O)c2ccccn2)c1,3%,-3,-6%,-9%,9%,4%,-7%,22%,-7%
COc1ccc(CNC(=O)CCCN2C(=O)CCn3nc(-c4cn(C)c5ccccc45)cc32)cc1,-5%,0,-8%[60.1 µM],32%[activator],-7%,·,-7%,3%,?
Cc1cc2ncn(CC(O)COc3cccc(C(=O)O)c3)c2cc1C (centres undefined),-12%,-3,-1%,14%,19%,3%,-1%,12%,?
Cc1ccccc1-n1nnnc1SCC(=O)N(C)C1CCS(=O)(=O)C1 (centres undefined),11%,-1,-1%,-3%,4%,-5%,-2%,21%,-1%
COc1cc(C2C(C#N)=C(N)Oc3n[nH]c(-c4ccncc4)c32)cc(OC)c1OC (centres undefined),-3%,6,12%,-6%,?,14%,-14%,-6%,0%
COc1ccc(/C=N/Nc2ccc([N+](=O)[O-])cc2)cc1O,12%,-5,-13%,-11%,21%,4%,-19%,4%,?
CC(C)NCCOCCSc1ccc(Cl)cc1,1%,-25,-4%,-9%,-17%,5%,9%,9%,?
COc1cc(/C=C/C(=O)NCCc2ccc(S(N)(=O)=O)cc2)ccc1OCC#N,-5%,-3,-7%,-11%,-4%,10%,-23%,2%,-2%
O=C(Nc1ccccc1Cl)c1ccc(-n2cccn2)c([N+](=O)[O-])c1,5%,0,-2%,-12%,?,4%,-13%,0%,5%
O=C(Nc1ccc2c(c1)OCCO2)C1CC(c2ccc(F)cc2)=NO1 (centres undefined),2%,0,-5%,1%,-4%,27%,-21%,3%,-38%
CNC(=O)COc1coc(CN2CCN(Cc3ccccc3)CC2)cc1=O,7%,-3,-1%,-2%,2%[56.9 µM],-1%,-4%,-1%,-2%
COCCN(C(=O)c1ccccc1)c1nnc(-c2cccnc2)s1,-8%,-6,0%,-14%,-8%,-3%,1%,1%,-23%
C=CCc1cccc(/C=N/NC(=O)CNc2ccccc2)c1O,-1%,-1,-4%,?,2%,-8%,0%,8%,51%[activator]
CS(=O)(=O)N(CC(=O)N1CCCCC1)c1sc2c(c1C#N)CCCC2,1%,-6,-4%,-14%,14%,2%,3%,-1%,0%
COCCCNc1nc(N)c([N+](=O)[O-])c(N2CCCCCC2)n1,-5%,-1,5%,-24%,2%,35%,-13%,9%,0%
Cc1cc(C)c2sc(NC(=O)C3=COCCO3)nc2c1,0%,-1,-7%,-22%,-4%,43%,-7%,1%,318%[activator]
CC(=O)Nc1ccc(S(=O)(=O)N2CCN=C2SCc2ccccc2C)cc1,-6%,0,-23%,?,10%,-9%,-11%,17%,-10%
CC(C)C[C@H](NC(=O)OC(C)(C)C)C(=O)N[C@@H](CO)[C@H](O)[C@@H]1C[C@@H]1C(=O)N(C)C,-7%,-1,-10%,-7%,18%,15%,-2%,34%,·
COc1cc(/C=N/NC(=O)Cn2cnc3ccccc3c2=O)ccc1O,-2%,-8,-3%,-8%,-7%,4%,2%,6%,8%

# A different layout for part of the listing above.
SMILES	ERG Ets-DNA blk	LDHA inh	POLK inh	Anesthetic bind	RGS4 inh	APEX1 inh	Pol eta inh	Pol beta inh	12-LOX inh
COc1cc(C2C(C#N)=C(N)Oc3n[nH]c(-c4ccncc4)c32)cc(OC)c1OC (centres undefined)	-3%	6	12%	-6%	?	14%	-14%	-6%	0%
COc1ccc(/C=N/Nc2ccc([N+](=O)[O-])cc2)cc1O	12%	-5	-13%	-11%	21%	4%	-19%	4%	?
CC(C)NCCOCCSc1ccc(Cl)cc1	1%	-25	-4%	-9%	-17%	5%	9%	9%	?
COc1cc(/C=C/C(=O)NCCc2ccc(S(N)(=O)=O)cc2)ccc1OCC#N	-5%	-3	-7%	-11%	-4%	10%	-23%	2%	-2%

# An excerpt from above, showing only Pol eta inh and LDHA inh:
smiles	Pol eta inh	LDHA inh
COc1cc(/C=C/C(=O)NCCc2ccc(S(N)(=O)=O)cc2)ccc1OCC#N	-23%	-3
O=C(Nc1ccccc1Cl)c1ccc(-n2cccn2)c([N+](=O)[O-])c1	-13%	0

# (next part)
SMILES,ERG Ets-DNA blk,LDHA inh,POLK inh,Anesthetic bind,RGS4 inh,APEX1 inh,Pol eta inh,Pol beta inh,12-LOX inh
CCOc1nc(NCCO)nc(Nc2ccccc2F)n1,-1%,-3,0%,-5%,4%,-1%,-12%,-16%,-9%
Cc1ccc(N/C=C/c2onc(C)c2[N+](=O)[O-])cc1,-9%,-4,9%,1%,-3%,-7%,3%,3%,78%[activator]
O=C(CCCCCNC(=O)N1CCn2c1nc1ccccc12)NCc1ccccc1,3%,-7,-2%,-10%,-20%[56.9 µM],8%,-2%,0%,5%
COc1cccc(/C(C#N)=C/c2c(-c3ccc(Cl)cc3)nc3c(C)cccn23)c1,-2%,-6,-6%,-15%,-6%,-6%,-18%,-14%,0%
CC(=O)Oc1ccc(C(=O)[C@H]2[C@H]3C(=O)N(c4ccc(C)cc4C)C(=O)[C@H]3[C@@H]3C=CC=NN32)cc1,7%,-6,-11%,-17%,-19%,-9%,-11%,-26%,?
CCCN1CCN(C(=O)CS(=O)(=O)Cc2nc(-c3cccc(OC)c3)oc2C)CC1,-1%,2,4%,-8%,2%,22%,-10%,-14%,-4%
Cc1csc(Cn2c(CN(C)C)nc3ccccc3c2=O)n1,-10%,-4,4%,-3%,-2%,-4%,-1%,-28%,-13%
CC(=O)Nc1ccc(C2CC(c3ccc(Cl)cc3)=NN2c2ccccc2)cc1 (centres undefined),2%,-2,7%,54%[activator],1%,10%,-6%,3%,?
Oc1cc(NCc2cccnc2)ccc1-c1nc2ccccc2o1,-5%,-9,-14%,39%[activator],-8%,0%,-4%,0%,-1%
COc1ccc(C(=O)NCCNc2nc3ccc(C)cc3cc2C#N)cc1,8%,-8,-1%,38%[activator],-24%,26%,-19%,-3%,?
COc1ccccc1COC(=O)N/C=C/c1ccco1,4%,-4,-33%,-13%,-8%,?,-11%,?,50µM*
CCCn1c(=O)[nH]c(=O)c2c1nc(-c1ccccc1OC(F)F)n2CCOC,-3%,-10,-3%,-14%,10%,-1%,-6%,13%,-4%
O=C(O)CC1SC(=Nc2cccc(O)c2)NC1=O (centres undefined),-4%,0,4%,6%,-1%,4%,7%,0%,-6%
O=C1c2ccccc2-c2nc3ncnn3c(-c3ccccc3Cl)c21,13%,1,-1%,-13%,13%,-6%,-7%,-7%,418%[activator]
CC(C)N(Cc1cc2ccccc2[nH]c1=O)C(=O)C1CCCCC1,1%,-4,-9%,-11%,2%,0%,-11%,-21%,159%[activator]
COc1ccccc1CNC(=O)CCCN1C(=O)CCn2nc(-c3cn(C)c4ccccc34)cc21,-3%,-2,-5%[60.1 µM],-11%,-7%,·,-8%,-12%,?
CCOc1ccc2c(C)c(C)c(=O)oc2c1OCC,2%,-3,-3%,-17%,1%,1%,8%,-26%,10%

# 4 entries out of the list above, ordered by their value in APEX1 inh, high to low.
SMILES	ERG Ets-DNA blk	LDHA inh	POLK inh	RGS4 inh	APEX1 inh	Pol eta inh	Pol beta inh	12-LOX inh
CC(=O)Nc1ccc(C2CC(c3ccc(Cl)cc3)=NN2c2ccccc2)cc1 (centres undefined)	2%	-2	7%	1%	10%	-6%	3%	?
O=C(O)CC1SC(=Nc2cccc(O)c2)NC1=O (centres undefined)	-4%	0	4%	-1%	4%	7%	0%	-6%
Cc1csc(Cn2c(CN(C)C)nc3ccccc3c2=O)n1	-10%	-4	4%	-2%	-4%	-1%	-28%	-13%
COc1cccc(/C(C#N)=C/c2c(-c3ccc(Cl)cc3)nc3c(C)cccn23)c1	-2%	-6	-6%	-6%	-6%	-18%	-14%	0%
